# Screening results from PubChem.
# HTR2A ag: mouse HTR2A agonism via beta-arrestin recruitment. CHO-K1 mHTR2A beta-arrestin complementation, luminescence; percent of 30 µM serotonin response. activation, % at 7.6 µM. 360,000 tested, 0.66% active. AID 624169. P35363;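 active = activation above a run cutoff, the mean activation of all tested compounds plus 3 SD, cut at about 14% in these data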;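 note: 0% = plate median of compound wells and 100% = 30 µM serotonin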
# PDI turbidity: PDI (human) enzyme inhibition; P07237; PDI insulin aggregation turbidity, A650, 90 min; inhibition, % at 10 µM; 350,000 tested, 0.052% active; AID 588391;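 active = mean inhibition across replicates of 30% or more, whatever share of single replicates reach that level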;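 note: absorbance from insulin aggregation driven by PDI reduction with DTT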
# N-glyco inh: blocks N-linked glycosylation in D54 reporter cells | D54 ERlucT glycosylation luciferase reporter, 24 h; percent of 100 nM tunicamycin response | reporter increase, % at 12.5 µM | 360,000 tested, 0.23% active;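 active = mean luciferase reporter signal, scaled so untreated is 0 and the glycosylation-blocking control 100, at or above a set limit in every replicate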;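 note: luciferase carries N-glycosylation sites so blocking glycosylation raises the light; 0% = median of neutral control wells and 100% = median of 100 nM tunicamycin wells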
# ABCB6 inh 2: human ABCB6 transporter inhibition; Q9NP58; K562-ABCB6 porphyrin accumulation, flow cytometry, 1 h; active compounds read low; fluorescence ratio to DMSO, % at 10 µM; 360,000 tested, 0.19% active;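 active = fluorescence ratio to DMSO below 75%, the collection mean minus 3 SD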;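 note: signal is porphyrin accumulated inside mitochondria; 100% equals median channel fluorescence of DMSO control wells; lower ratio means ABCB6 inhibition with less porphyrin fluorescence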
# Target sequence (Q9NP58 whole entry, looked up): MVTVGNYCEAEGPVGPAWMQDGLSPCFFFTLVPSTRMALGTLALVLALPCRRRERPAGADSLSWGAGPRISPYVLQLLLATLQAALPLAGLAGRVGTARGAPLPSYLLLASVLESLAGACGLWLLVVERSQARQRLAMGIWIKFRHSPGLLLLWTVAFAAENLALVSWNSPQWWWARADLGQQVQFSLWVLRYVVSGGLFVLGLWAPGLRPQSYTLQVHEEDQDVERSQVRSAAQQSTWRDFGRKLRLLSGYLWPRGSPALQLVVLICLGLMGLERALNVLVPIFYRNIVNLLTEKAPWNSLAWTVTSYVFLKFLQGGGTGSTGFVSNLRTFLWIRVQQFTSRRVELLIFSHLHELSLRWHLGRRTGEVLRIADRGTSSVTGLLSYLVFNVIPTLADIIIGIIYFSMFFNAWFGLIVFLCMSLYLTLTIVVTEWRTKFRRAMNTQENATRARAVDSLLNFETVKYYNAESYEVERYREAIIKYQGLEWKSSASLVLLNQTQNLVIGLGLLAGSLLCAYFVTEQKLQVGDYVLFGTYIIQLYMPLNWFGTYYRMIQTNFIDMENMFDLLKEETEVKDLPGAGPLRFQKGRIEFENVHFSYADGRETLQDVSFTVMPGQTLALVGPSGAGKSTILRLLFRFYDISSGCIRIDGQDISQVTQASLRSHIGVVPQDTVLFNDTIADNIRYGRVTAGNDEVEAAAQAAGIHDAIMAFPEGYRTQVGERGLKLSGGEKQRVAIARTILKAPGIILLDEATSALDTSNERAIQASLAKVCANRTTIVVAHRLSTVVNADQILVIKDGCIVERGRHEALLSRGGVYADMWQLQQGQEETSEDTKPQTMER
# Granule exo inh: blocks lytic granule exocytosis; TALL-104 LAMP-1 surface exposure, flow cytometry; cells stimulated with thapsigargin and PMA; inhibition, % at 10 µM; 360,000 tested, 0.66% active;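 active = inhibition above about 55%, limit read from the data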
# hiPSC survival: hiPSC single-cell survival enhancement | survival enhancement, % at 20 µM | 360,000 tested, 0.044% active | ATPlite luminescence; 100% = ROCK inhibitor wells, 0% = DMSO; in the data active = survival enhancement above about 18%;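 note: cells exposed to compounds for 16 hours before the ATP read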
# Vif inh: inhibitors of HIV Vif; HEK293T cells, Vif self-association by quenched fluorescence, imaging, 24 h; inhibition, % at 7.49 µM; 340,000 tested, 0.35% active; AID 602346; in the data active = inhibition above about 50%, passing the limit was not always enough; note: some results filed as inactive read as strong as hits
# H9c2 protect: myocardial damage modulation in H9c2 cells | protection from H2O2 cell death, % at 20 µM | H9c2 cardiomyocytes, H2O2 injury protection, ATPLite, 2 h | 360,000 tested, 0.63% active | AID 588492;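 active = compounds giving at least 50% protection of heart cells from peroxide-induced death in the single-dose screen, raw or plate-pattern-corrected value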;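 note: 0% = DMSO wells with peroxide and 100% = DMSO wells without peroxide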
# aDG glyco act: alpha-DG glycosylation activation; activation, % at 10 µM; Pro5-aDG cells, alpha-DG glycosylation AlphaScreen (IIH6); 0% Pro5, 100% B10-LARGE cell signal; 360,000 tested, 0.22% active;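 active = activation of at least 8% versus controls, or a plate z-score of at least 8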;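 note: Pro5 are CHO cells carrying HIG-tagged alpha-DG that lacks glycosylation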
# CaV13 FRET inh: Primary screen for inhibitors of IQ motif and Ca2+-dependent inactivation inhibitor domain binding in CACNA1D, Förster resonance energy transfer in living cells, …; inhibition, % at 12.3 µM; 340,000 tested, 0.098% active; AID 743397; HEK cells, CFP/YFP FRET ICDI-IQ, plate reader, 10 min; percent FRET-ratio fall versus neutral wells;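 active = mean replicate inhibition of at least 30% and at least 1% of replicates passing that level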;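 note: 0% = median of the neutral control wells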
# The depositor's hits bear a star; nt = not tested or not shown.
SMILES,HTR2A ag,PDI turbidity,N-glyco inh,ABCB6 inh 2,Granule exo inh,hiPSC survival,Vif inh,H9c2 protect,aDG glyco act,CaV13 FRET inh
CCCCN1CC(N2CCN(C)CC2)CS1(=O)=O (stereo not given),2,nt,2,105,0,0.2,nt,3,-0.2,nt
CCOC(=O)CN1CC23C=CC(O2)C(C(=O)Nc2ccc(OC)cc2OC)C3C1=O (stereo not given),3,nt,1,104,0,0.2,-6,5,0.1,-2
C/C=C/C(=O)OCC(=O)Nc1nc2ccc(C)cc2s1,26*,17,-2,125,-2,-1.3,-6,1,-0.1,nt
CC1(C)Cc2c(sc(NC(=O)C(=O)NCC3CCCO3)c2C(=O)O)CO1 (stereo not given),-5,4,1,104,1,1.8,-20,-3,-0.4,-5
CCN(CC(=O)Nc1ccc(NC(C)=O)cc1)C(=O)c1ccc(COc2ccccc2)o1,-5,-5,-1,96,5,-0.5,3,-6,0.0,-7
S=C(NCCc1ccccc1)N1CCCCC1,0,-4,-2,103,1,0.2,0,-4,0.0,8
COC(C(=O)N/N=C/c1ccc(OCC(=O)N2CCOCC2)cc1)c1ccccc1 (stereo not given),4,2,0,91,-18,-0.6,9,-5,-0.2,-5
O=c1oc(-c2cccc([N+](=O)[O-])c2)nc2ccccc12,1,-1,3,101,52,0.4,-8,-6,0.0,-5
CCOC(=O)C1(CC2CCCCO2)CCN(Cc2cc(F)ccc2-n2cccn2)CC1 (stereo not given),-1,-3,-3,97,-4,-0.1,-4,-2,0.6,3
COc1ccc(NC(=S)NC(=O)c2ccccc2Cl)cc1,-3,-5,0,97,-16,1.5,-15,-7,0.9,-12
Cc1nc(SCC(=O)NC(=O)NCc2ccco2)nc(C)c1C,4,7,-3,100,0,-0.4,0,4,0.2,-6
Cc1ccccc1NCc1nc2ccccc2n1C,-1,8,-10,88,0,-0.1,-4,-2,-0.1,-19
O=C(Nc1cc(S(=O)(=O)N2CCOCC2)ccc1Cl)c1ccc(=O)[nH]c1,3,0,3,99,-2,-0.4,-4,-1,-0.1,-6
CC(C)(C)NC(=O)CSc1nc(O)cc(=O)n1-c1ccccc1,1,17,2,96,-1,0.3,94*,8,-0.1,-9
N#CC(=C1C=CC(=NO)C(Cl)=C1)c1ccccc1,11,nt,2,100,2,-1.8,4,-8,-0.1,-11
Cc1ccc(OCCOC(=O)C2CCN(S(=O)(=O)c3ccc(C)c(C)c3)CC2)cc1,-7,12,1,95,2,-0.4,-4,-11,0.1,-7
O=c1oc2ccccc2n1CSC1=NCCS1,-2,-5,-1,106,0,-1.2,47,2,0.3,nt
Cc1ccc(-n2c(=O)c3c(c4cc(C)ccc4n3C)n(CC(=O)NCC3CCCO3)c2=O)cc1 (stereo not given),7,-16,-2,96,1,1.8,1,13,-0.2,-6
O=C(COC(=O)CNS(=O)(=O)c1ccccc1)Nc1ncc(Cl)cc1Cl,-2,0,3,100,-1,-1.4,-3,10,0.0,-5
CN1OC2C(=O)N(c3ccccc3)C(=O)C2C1c1ccc(F)cc1 (stereo not given),4,11,1,101,1,2.3,13,11,0.1,-6
Cc1ccc(Cn2nnc3c(=O)[nH]c(C4CCN(C(=O)c5cccs5)CC4)nc32)cc1,0,2,9,100,-3,-0.4,4,4,0.2,-6
NC(=O)CC[C@H](NC(=O)OCc1ccccc1)C(=O)OCc1ccc(Cl)cc1,-2,10,2,97,0,0.8,1,-2,-0.1,-5
Cc1ccc(N2C(=O)c3ccccc3NC2(C(=O)O)c2ccccc2)cc1Cl (stereo not given),-5,-7,0,99,-3,1.3,-9,6,0.0,-20
Cc1cccc(NC(=O)c2cc(N3C(=O)CCC3=O)ccc2Cl)n1,0,-6,1,96,1,4.4,-2,2,0.7,-9

# Reformatted as labelled records: 2 of the compounds above
O=c1oc2ccccc2n1CSC1=NCCS1
  HTR2A ag: -2
  PDI turbidity: -5
  N-glyco inh: -1
  ABCB6 inh 2: 106
  Granule exo inh: 0
  hiPSC survival: -1.2
  Vif inh: 47
  H9c2 protect: 2
  aDG glyco act: 0.3
  CaV13 FRET inh: nt
Cc1ccc(-n2c(=O)c3c(c4cc(C)ccc4n3C)n(CC(=O)NCC3CCCO3)c2=O)cc1 (stereo not given)
  HTR2A ag: 7
  PDI turbidity: -16
  N-glyco inh: -2
  ABCB6 inh 2: 96
  Granule exo inh: 1
  hiPSC survival: 1.8
  Vif inh: 1
  H9c2 protect: 13
  aDG glyco act: -0.2
  CaV13 FRET inh: -6

# Next part.
SMILES,HTR2A ag,PDI turbidity,N-glyco inh,ABCB6 inh 2,Granule exo inh,hiPSC survival,Vif inh,H9c2 protect,aDG glyco act,CaV13 FRET inh
COc1cccc(N2C(=O)N(c3ccccc3)C3CS(=O)(=O)CC32)c1 (stereo not given),1,-8,3,99,6,-0.6,4,-3,-0.1,-2
NCCOc1ccccc1OCCN,4,1,1,99,-1,-0.6,0,9,-0.2,-7
O=C(COC(=O)c1cccc(C(F)(F)F)c1)NCc1ccc(Cl)cc1,2,1,2,99,44,-2.4,-5,-2,1.0,-3
CCc1ccc(NC(=O)c2cc(C)nn2-c2ccccc2)cc1,-2,-1,-1,99,-4,-0.2,0,-9,0.0,-4
COC(=O)CCCC(=O)Nc1ccc(Cl)c(Cl)c1,5,-1,0,100,-1,-0.8,0,-1,0.2,-3
COc1cccc(-n2cnnn2)c1,5,-5,3,98,-2,-0.9,21,2,-0.1,-6
Cc1cc(C)c2[nH]c(=O)c(C(c3nnnn3Cc3ccc4c(c3)OCO4)N3CCC(C)CC3)cc2c1 (stereo not given),0,6,0,97,-5,-2.2,1,-3,-0.3,-5
N#CCCOC1(C#CCN2CCCC2)CCCCC1,3,1,3,101,-4,0.6,-1,-4,-0.1,-5
Cc1cc(C(=O)N(C)C)sc1-c1ccccc1,-1,-5,0,90,-4,-1.0,-7,-5,-0.1,-1
CSc1ccccc1OCc1cc(C(=O)N(C)C2CCCc3ccccc32)no1 (stereo not given),-2,-3,3,94,0,-0.1,-2,-5,0.0,-6
COc1ccc(-c2noc(C3CCCN(C(=O)c4ccc(F)cc4)C3)n2)cc1 (stereo not given),2,2,-4,98,-2,-0.9,-1,-12,0.0,-16
COc1ccc(S(=O)(=O)c2cnc3ccccc3n2)cc1,3,2,-13,103,6,0.8,-4,-3,3.0,-4
O=C(O)[C@H]1CC=C[C@H]2CCN(Cc3ccc(Cl)c(Cl)c3)C(=O)[C@@H]12,7,4,1,99,-2,-0.3,4,12,-0.2,-7
CSc1ncnc2c1ncn2CCCNCc1ccccn1,-1,3,1,100,-1,4.9,nt,8,0.1,-3
CC(C)Cn1c(CCNC(=O)c2ccco2)nc2ccccc21,0,10,0,100,1,0.3,4,5,-0.2,-7
Cc1c(Br)c([N+](=O)[O-])nn1C(C)C(=O)NCc1ccco1 (stereo not given),-3,-7,0,81,-3,-0.3,-15,4,0.1,-5
CC(=O)N1N=C(c2ccc(C)o2)CC1c1cccc(F)c1 (stereo not given),-1,1,-2,101,2,-1.1,-1,0,-0.1,-4
Cc1ccc2nc(SCC(=O)NCc3ccc(S(N)(=O)=O)cc3)[nH]c2c1,1,10,1,98,-3,-0.4,-1,1,-0.1,-6
CCCNC(=O)CC(NS(=O)(=O)c1ccc(Cl)cc1)c1ccco1 (stereo not given),-3,-1,-2,107,8,-1.1,-5,12,0.0,nt
Nc1[nH]c(N=NC(=O)c2ccc(Cl)cc2)c2ccccc12,-4,2,-1,99,1,-1.5,-6,-10,0.0,-17
O=C(CSc1c2c(nc3ccccc13)CCCC2)NCc1ccco1,0,-3,3,97,-2,-1.5,1,3,0.4,-3
CCNS(=O)(=O)c1ccc(CCC(=O)O)cc1,2,0,1,101,0,0.7,nt,9,0.3,19
O=C(NCc1ccccc1)c1ccc(Cl)c(NC2=NC3CS(=O)(=O)CC3S2)c1 (stereo not given),10,nt,0,94,3,-1.4,60*,3,0.1,-3
OC(c1ccccc1)c1nc(/C=C/c2ccc(C(F)(F)F)cc2)cs1 (stereo not given),-3,-51,-2,97,-3,-1.7,-5,-9,0.0,-6
Cc1ccc(S(=O)(=O)NC2=NCN(C)CN2)cc1[N+](=O)[O-],8,5,8,103,0,0.1,3,3,1.1,nt
Cc1cccc2sc(N(CCN(C)C)C(=O)c3cc(Cl)sc3Cl)nc12,-6,10,0,90,2,-1.1,-4,-4,0.2,-5
CN(CCOc1ccccc1)C(=O)c1ccc(Cl)c(S(=O)(=O)N2CCCCC2)c1,-6,4,-2,96,-2,0.3,6,-8,1.1,-4
O=C(Nc1cccc2[nH]c([C@H]3C[C@H](O)[C@@H](CO)O3)nc12)NC(c1ccccc1)c1ccccc1,3,6,0,96,-3,3.0,-3,2,-0.2,4
O=C(COC(=O)c1ccc(S(=O)(=O)Nc2ccccc2)cc1)NCCN1C(=O)CSC1=O,1,9,2,97,-2,-0.9,nt,7,-0.2,-5
N#Cc1ccc(Cn2c(=O)oc3ccccc32)cc1,4,12,-3,98,1,-0.1,-7,2,-0.2,-7
O=C(CN1CCN(c2ccc(F)cc2)CC1)c1ccc(O)cc1O,-3,2,1,82,-1,-0.5,-5,-10,-0.2,-15
CC1(C)Cc2cccc(C(=O)Nc3ccc(F)cc3F)c2O1,-4,-3,-1,92,-2,-0.6,-1,-2,0.0,-4
CCOC(=O)c1c(C)nc2c(c1-c1ccccc1)C(=O)c1ccccc1-2,8,11,1,85,3,-3.2,-3,18,-0.4,-4
CCOP(=O)(OCC)c1nc(-c2ccc(Cl)cc2Cl)oc1N1CCOCC1,3,-6,0,94,-2,0.1,-4,5,-0.2,-6
CCCc1nnc(SCC(=O)N2CCCC(C)C2)n1CCOC (stereo not given),-1,-3,1,96,-2,-0.7,10,1,-0.3,-2
Cc1ccc(CNC(=O)C(C)OC(=O)c2cccs2)cc1 (stereo not given),1,-15,nt,93,0,-3.4,nt,1,-0.3,-5
O=C(COC(=O)c1c(Cl)ccc(Cl)c1Cl)NC1CCS(=O)(=O)C1 (stereo not given),0,0,1,101,-3,-0.7,1,2,-0.5,-2
N#CCC1c2ccccc2CCN1C(=O)Nc1cccc(C(F)(F)F)c1 (stereo not given),-8,-15,-3,100,4,-0.5,-7,-3,0.1,-8
COc1ccc(-c2cc(C(=O)N3CCN(c4ncccn4)CC3)c3ccccc3n2)c(OC)c1,0,9,-1,94,0,-1.4,-2,10,-0.6,-7
CN(C)c1ccc(C(=O)OCC(=O)NCC2CCCO2)cc1 (stereo not given),-1,-16,1,91,2,2.0,0,4,0.0,-5
COc1ccc(C2C(C(=O)OC(C)C)=C(C)N=c3s/c(=C\c4cccs4)c(=O)n32)cc1 (stereo not given),-6,-1,-2,93,-1,-1.5,-5,14,-0.6,-5
CN(C)c1ccc(-c2nn3c(C4CCCCC4)nnc3s2)cc1,0,-6,-2,93,-1,3.6,-6,-13,0.1,nt
COc1ccc(-n2c(Cc3cccn3C)nnc2SCC(=O)NCC2CCCO2)cc1 (stereo not given),0,nt,1,103,-5,0.4,4,7,0.7,-1
CCCc1cc(=O)oc2cc(OCC(=O)NCc3cccs3)ccc12,1,-14,1,95,0,-3.5,-2,-13,0.0,-3
CC(=O)N1c2ccccc2N2C(c3c(C)c(C)cc(C)c3C)=NON12,-2,9,-1,93,-5,-1.1,0,-5,0.1,-11
C=CCC[C@@H](Cc1ccc(F)cc1)C(=O)O[C@H](CNC(=O)[C@@H](CC=C)CC(=O)N[C@H](CO)Cc1ccccc1)c1ccccc1,1,-16,-2,97,8,5.9,3,0,0.8,-12
